# Compound activity deposited in PubChem BioAssay by several laboratories.
# Yfh1-depleted yeast = mitochondrial function rescue without frataxin homolog – Friedreich's ataxia, plus single-dose screen, dose response (AID 1465); fold induction at 50 µM; hits with a dose series show EC50 in µM; 0.074% of 220,000 active; S. cerevisiae Yfh1-off respiration, WST-1 reduction, 72 h; higher fold induction means a stronger effect;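 active = fold induction of absorbance versus untreated yeast above a set limit, then at least 30% activation at any dose in follow-up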;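 also: activators that raise dye reduction in frataxin-depleted yeast; strong numbers were not always called active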
# bCat nuc transl = alters nuclear translocation of beta-catenin in HeLa cells; immunofluorescence imaging; nuclear translocation activity, % at 5 µM; 0.3% of 190,000 active;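 active = nuclear translocation activity above 50% at 5 µM, with a well cell count of 50 or more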;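 also: per-cell ratio of nuclear to cytoplasmic median beta-catenin stain intensity; plate controls were DMSO negative control for no effect and GSK-3 inhibitor IX positive control for full effect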
#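 Test system: HeLa cells, endogenous beta-catenin; Compound: single 5 µM dose plus 0.02–20 µM confirmation series; Times: compound exposure 24 h at 37°C; Signal: fluorescence imaging of beta-catenin antibody stain plus DAPI; Read-out: % activation, nuclear-to-cytoplasmic median beta-catenin signal ratio per cell.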
# WT yeast gro inh = growth inhibition of WT yeast, mitochondrial fusion screen | mitochondrial fusion phenotypic screen, WT strain | inhibition, % at 10 µM | 2.1% of 190,000 active; in the data active = inhibition above about 58%; tested in S. cerevisiae
# MT stabilize HCS = stabilizes microtubules in HeLa cells | HeLa tubulin immunostaining HCS, 24 h; share of cells brighter than vehicle mean+2SD | % tubulin-high responders, % at 10 µM | 0.83% of 200,000 active | AID 2205;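 active = plate Z-score above 3 for both tubulin-high and condensed-nucleus cell shares, with cell loss under 80%, at 10 µM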;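 also: anti alpha tubulin signal scored within the nucleus-defined area of each cell; some results filed as inactive read as strong as hits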
# Ins promoter up = MIN6 insulin promoter up-regulation | MIN6 insulin promoter-GFP reporter, high-content imaging; stronger effect = higher value | z-score at 5 µM | 0.3% of 190,000 active | AID 1625;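 active = z-score above 3 at 5 µM with at least 500 cells counted in the well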
# Lipid droplet = hepatic lipid droplet formation modulation. AML12 mouse hepatocytes, oleate lipid droplets, BODIPY imaging. inhibition, % at 6.5 µM. 0.4% of 240,000 active. AID 1656;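 active = lipid droplet intensity inhibited by at least 50%, with more than 500 cells counted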
#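 material = mouse AML12 hepatocyte cell line, fixed after treatment | also added = 100 µM oleic acid challenge | doses = compound at 6.5 µM only | schedule = overnight exposure | technique = Image-based BODIPY and DAPI two-channel analysis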
# Dynein cargo inh = blocks dynein driven cargo transport along microtubules. 0.47% of 220,000 active. 3617.4 mouse cells, GR-EGFP nuclear translocation imaging; test concentration mostly 20 µM; stimulated with dexamethasone, 1 µM; stronger effect = lower value. z-score, hits read low;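 active = plate z-score of nuclear minus cytoplasmic receptor signal below a set negative limit, without overly bright fluorescence or cell loss, cut at about -3.5 in these data, passing the limit was not always enough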;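 also: z-score of nuclear minus cytoplasmic ring GR-EGFP intensity difference per well; some compounds called inactive have numbers as strong as hits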
#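 Buffer or medium: tet-free medium with charcoal-stripped serum / Also added: dexamethasone agonist, 1.0 µM final, for 30 min / Timing: induction 48 h, compound 1 h, agonist 30 min / Measured by: high-content fluorescence imaging after fixation / Read-out: nuclear-to-cytoplasmic GR-EGFP distribution per well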
# NOD2 inhibition = NOD2 signaling inhibitors, cell-based, luminescence, uHTS, HEK293 (AID 1566); HEK293 NOD2/NF-kB luciferase reporter, luminescence; higher % means a stronger effect; inhibition, % at 4 µM; hits with a dose series show EC50 in µM; 0.63% of 290,000 active; in the data active = inhibition above about 50%; also: many of its hits are not listed in these tables
# Autophagy HCS = autophagy modulation, high-content screen | 0.98% of 190,000 active | calls only at 10 µM (by protocol) | MEF GFP-LC3 puncta imaging; test concentration mostly 10 µM;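 active = percentage of spot-positive cells more than 3 SD above its plate mean, without a fluorescence outlier flag or 80% toxicity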;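 also: spot-positive cell cutoff set from DMSO-treated cells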
# WT yeast gro inh mutant strain = second read-out of WT yeast gro inh, no call of its own (marks repeat the call); inhibition, %; mitochondrial fusion phenotypic screen, mutant strain inhibition
# Dynein cargo inh cytoplasmic EGFP = second read-out of Dynein cargo inh, no call of its own (marks repeat the call); z-score; measured here: cytoplasmic GR-EGFP intensity; stronger effect = higher value
# Dynein cargo inh nuclear GR-EGFP = recorded beside Dynein cargo inh, whose call it bears; z-score; measured here: nuclear GR-EGFP intensity;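 lower value marks the stronger effect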
# Dynein cargo inh cell count = also measured in Dynein cargo inh; calls as there; z-score; measured here: cell count per field
# Ins promoter up cell count = further read-out of Ins promoter up, marked with its call; cell count; measured here: cytotoxicity, nuclei count;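 total cells summed across four imaged fields per well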
# Lipid droplet cells 6.5 µM = further read-out of Lipid droplet, marked with its call; cell count; measured here: cell count, cytotoxicity flag;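 cells counted across two imaged fields per well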
# bCat nuc transl cell count 5 µM = recorded beside bCat nuc transl, whose call it bears; cell count; measured here: cell count, cytotoxicity flag
# MT stabilize HCS Hoechst-high % = also measured in MT stabilize HCS; calls as there; % Hoechst-high responders; measured here: nuclear condensation Hoechst responders;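 share of cells brighter than vehicle mean plus two SD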
# MT stabilize HCS cytotoxicity % = recorded beside MT stabilize HCS, whose call it bears; toxicity, %; measured here: cytotoxicity by cell density;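 0% = mean cell density of plate MIN control wells and 100% = no cells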
# Autophagy HCS cell loss 18 h = second read-out of Autophagy HCS, no call of its own (marks repeat the call); toxicity, %; measured here: cell loss, nuclei count;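 cell loss after 18 h compound exposure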
# Numbers without * were called inactive; i = inactive; / = no result given.
SMILES,Yfh1-depleted yeast,bCat nuc transl,bCat nuc transl cell count 5 µM,WT yeast gro inh,WT yeast gro inh mutant strain,MT stabilize HCS,MT stabilize HCS Hoechst-high %,MT stabilize HCS cytotoxicity %,Ins promoter up,Ins promoter up cell count,Lipid droplet,Lipid droplet cells 6.5 µM,Dynein cargo inh,Dynein cargo inh cytoplasmic EGFP,Dynein cargo inh nuclear GR-EGFP,Dynein cargo inh cell count,NOD2 inhibition,Autophagy HCS,Autophagy HCS cell loss 18 h
Cc1ccc(N2CCN(/N=C/c3cccs3)CC2)cc1,i,-0.7,1084,-4,3,1.7,1.6,8.1,0.05,1981,-8,687,-0.55,-0.23,-0.58,1.1,-15%,i,-24
COc1ccccc1/C=N/NC(=O)c1cccc(OC(F)(F)C(F)F)c1,i,-1.0,1029,6,8,5.1,1.3,7.2,0.51,1260,1,688,-0.057,0.57,0.35,-0.39,0%,i,6
Cc1cccc(C2CC(c3ccc(Br)cc3)Nc3nc(N)nn32)c1 (stereo not drawn),i,/,/,12,5,1.9,3.1,8.7,1.6,762,/,/,-1.3,-0.12,-0.78,0.5,-13%,i,12
S=C(Nc1ccccc1)N1CCN(C2CCCCC2)CC1,i,-0.3,1056,-1,4,1.9,1.4,9.4,-0.74,1816,14,721,-0.52,-0.19,-0.37,-0.49,4%,i,9
CCC(=O)Nc1cc2[nH]c(=O)cc(C)c2cc1C,i,1.6,1510,-10,-14,1.3,1.0,5.6,/,/,-10,677,1.4,-0.19,1.4,-0.98,9%,i,0
Cc1cc(C)c(-c2c(O)c3cnn(-c4ccccc4)c3[nH]c2=O)c(C)c1,i,/,/,-12,21,2.9,3.2,5.7,0.47,1301,/,/,-0.76,-0.18,-0.51,0.15,6%,i,-4
NC(=O)[C@H]1CC2(CC(c3cccc(NC(=O)COc4ccc(Cl)cc4)c3)=NO2)CN1C(=O)c1ccc(Cl)cc1 (stereo partly drawn),i,-0.6,1105,/,/,/,/,/,-0.59,893,-6,716,0.97,-0.68,0.64,0.042,-13%,/,/
Cc1nc2ccccc2n1C1CCN(CC(=O)Nc2ccccc2Br)CC1,i,0.9,944,16,-4,4.0,1.7,12,-2.2,1317,3,651,0.77,-0.31,0.75,-0.52,13%,i,-5
COc1ccc(OC)c(S(=O)(=O)Nc2ccc(C(C)=O)cc2)c1,i,2.0,1425,13,-9,3.2,2.6,4.8,-0.11,1575,/,/,0.06,-0.033,0.2,-0.041,12%,i,3
O=C1N=c2ccccc2=C1c1sc(NS(=O)(=O)c2ccccc2)nc1O,i,-0.6,854,16,-4,1.2,2.0,3.1,0.68,1478,4,651,0.23,-0.35,0.033,0.58,15%,i,5
O=c1[nH]c(-c2ccccc2)nc2sc(-c3ccccc3)cc12,i,30,443,5,-15,22,8.8,58,0.88,1387,-4,670,-0.43,0.1,0.021,-1.2,-143%,i,22
Cc1cc(C)n(-c2nnc(C)n2/N=C/c2cc(Br)ccc2OCc2ccccc2)n1,i,-2.0,1148,4,-6,2.9,1.4,2.1,0.91,1025,/,/,-1.8,0.1,-1.1,0.27,-47%,i,8
COC(=O)c1ccc(C2c3c(oc4cc(C)c(C)cc4c3=O)C(=O)N2CCCN(C)C)cc1 (stereo not drawn),/,0.6,1075,1,-2,1.7,0.8,0.1,-0.18,1363,-5,711,0.52,-0.034,0.69,-0.81,22%,i,28
Cc1ccc2nc(-c3ccc(NC(=O)CN4CCN(C(=O)c5ccco5)CC4)cc3)sc2c1,i,-6.0,975,-5,3,4.7,2.7,9.4,0.35,1291,/,/,-0.87,0.33,-0.12,0.85,-46%,i,4
O=[N+]([O-])c1ccc(N(c2ccccc2)c2ccccc2)cc1,i,-1.2,1415,-2,4,1.9,2.7,5.1,/,/,/,/,0.63,0.016,0.11,0.025,5%,i,-10
CCCCC[C@H](O)/C=C/[C@@H]1[C@@H](C/C=C\CCCC(=O)O)[C@@H](O)C[C@H]1O,i,-0.4,482,13,-16,3.3,2.5,5.2,/,/,19,702,0.61,-0.3,0.5,0.27,-6%,i,12
O=C(O)CCC(NC(=O)C1CCCN1C(=O)OCc1ccccc1)C(=O)O (stereo not drawn),i,-0.4,1090,-10,-11,2.2,2.0,12,/,/,11,680,-0.3,-0.29,-0.082,1.2,11%,i,-1
Cn1c(=O)n(CCCOc2ccc(Br)cc2)c2ccccc21,i,-0.4,1094,45,47,1.1,1.6,2.1,0.95,1741,-6,686,-0.25,-0.28,0.059,0.66,-6%,i,3
NC(=O)c1ccc(NC(=O)COc2ccc([N+](=O)[O-])cc2Cl)cc1,i,-0.2,1388,16,-2,2.7,1.8,4.5,0.75,1425,6,722,0.94,0.039,1,-0.4,8%,i,-1
Cc1ccc(C)c(N2CCN(C(=O)C3CCCN(S(=O)(=O)c4cnc[nH]4)C3)CC2)c1 (stereo not drawn),i,/,/,4,3,3.4,2.1,7.0,0.21,965,/,/,-0.55,-0.047,-0.24,-0.09,-5%,i,19
Cc1cnc(C(=O)OCC(=O)Nc2cc(Cl)cc(Cl)c2)cn1,i,-4.4,976,-4,0,3.6,3.5,3.7,0.66,1262,/,/,0.073,-0.28,0.066,-0.12,7%,i,-14
O=C(c1cc2ccccc2oc1=O)N(Cc1ccccc1)CC1CCCO1 (stereo not drawn),i,-2.8,1136,-10,2,2.8,1.6,3.7,/,/,-20,761,-0.066,-0.27,-0.11,0.54,-5%,i,-1
C/C(Nc1ccccc1)=C(/C#N)C(N)=O,i,/,/,0,0,1.7,1.5,4.8,0.43,1037,-4,754,0.48,-0.43,0.46,0.6,3%,i,-2
O=C(CCC(=O)OCC(F)(F)C(F)F)Nc1ccc(Cl)cc1,i,-3.3,919,15,13,1.9,1.8,7.2,0.24,1294,/,/,-0.48,-0.19,0.0016,0.3,7%,i,-7
CCOc1c(Br)cc(CNCc2cccs2)cc1OC,i,-1.3,1098,-5,-2,3.6,1.5,3.8,0.28,1447,14,665,-0.53,-0.2,-0.41,-0.31,-11%,i,-1
CC(=O)Nc1ccc(NC(=O)CN(c2ccccc2Cl)S(C)(=O)=O)cc1,i,/,/,/,/,1.6,1.9,7.7,/,/,14,744,1.4,-0.21,0.76,-0.88,1%,i,4
O=C(CSc1nnnn1-c1ccc2c(c1)OCO2)NCc1cccs1,i,2.4,1084,-10,-4,2.9,2.7,0.2,/,/,-7,480,1.3,0.26,0.76,0.17,-2%,i,0
CC(C)Oc1c(Br)cc(Br)cc1/C=N/NC(N)=S,i,-2.1,503,0,-5,5.3,9.2,1.3,0.43,1264,-7,679,2.5,-0.15,1.6,-2,-8%,i,-8
CCOc1ccc(N=Nc2c(=O)[nH]n3c(C)cc(C)nc23)cc1,>100µM*,-3.3,589,23,21,1.3,2.4,7.1,0.15,1238,14,628,-0.22,-0.19,-0.13,0.062,17%,i,-4

# Molecules above with a COOH group, in the order listed:
SMILES,Yfh1-depleted yeast,bCat nuc transl,bCat nuc transl cell count 5 µM,WT yeast gro inh,WT yeast gro inh mutant strain,MT stabilize HCS,MT stabilize HCS Hoechst-high %,MT stabilize HCS cytotoxicity %,Ins promoter up,Ins promoter up cell count,Lipid droplet,Lipid droplet cells 6.5 µM,Dynein cargo inh,Dynein cargo inh cytoplasmic EGFP,Dynein cargo inh nuclear GR-EGFP,Dynein cargo inh cell count,NOD2 inhibition,Autophagy HCS,Autophagy HCS cell loss 18 h
CCCCC[C@H](O)/C=C/[C@@H]1[C@@H](C/C=C\CCCC(=O)O)[C@@H](O)C[C@H]1O,i,-0.4,482,13,-16,3.3,2.5,5.2,/,/,19,702,0.61,-0.3,0.5,0.27,-6%,i,12
O=C(O)CCC(NC(=O)C1CCCN1C(=O)OCc1ccccc1)C(=O)O (stereo not drawn),i,-0.4,1090,-10,-11,2.2,2.0,12,/,/,11,680,-0.3,-0.29,-0.082,1.2,11%,i,-1

# Random excerpt: 2 records from the list.
SMILES,Yfh1-depleted yeast,bCat nuc transl,bCat nuc transl cell count 5 µM,WT yeast gro inh,WT yeast gro inh mutant strain,MT stabilize HCS,MT stabilize HCS Hoechst-high %,MT stabilize HCS cytotoxicity %,Ins promoter up,Ins promoter up cell count,Lipid droplet,Lipid droplet cells 6.5 µM,Dynein cargo inh,Dynein cargo inh cytoplasmic EGFP,Dynein cargo inh nuclear GR-EGFP,Dynein cargo inh cell count,NOD2 inhibition,Autophagy HCS,Autophagy HCS cell loss 18 h
Cc1cccc(C2CC(c3ccc(Br)cc3)Nc3nc(N)nn32)c1 (stereo not drawn),i,/,/,12,5,1.9,3.1,8.7,1.6,762,/,/,-1.3,-0.12,-0.78,0.5,-13%,i,12
Cc1cc(C)c(-c2c(O)c3cnn(-c4ccccc4)c3[nH]c2=O)c(C)c1,i,/,/,-12,21,2.9,3.2,5.7,0.47,1301,/,/,-0.76,-0.18,-0.51,0.15,6%,i,-4

# An excerpt (hit frequency here may not be typical).
